Yp Topo-I inh: inhibitors of Yersinia pestis topoisomerase I; Y. pestis Topo-I cleavage product accumulation, plate reader; activity, % at 10 µM; 360,000 tested, 0.064% active; in the data active = activity above about 50%, passing the limit was not always enough; inconclusive = no clear call, values can overlap the other calls; also: inactives centre near 2
PfHsp40 yeast: compounds rescuing yeast from Plasmodium falciparum HSP40 toxicity | S. cerevisiae expressing PfHsp40, growth rescue, ATP luminescence | 340,000 tested, 0.68% active | growth rescue, % at 12.5 µM | AID 504582; in the data active = growth rescue above about 28%, passing the limit was not always enough; inconclusive = no clear call, values can overlap the other calls;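 also: yeast W303a lacking pdr1 and pdr3 grown in galactose medium; growth measured after three days at 30 °C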
Anthrax LF inh2: anthrax lethal factor protease inhibition; P15917; multiplex microsphere protease cleavage assay, LF; inhibition, % at 10 µM; 360,000 tested, 0.12% active; also: plate controls were buffer without enzyme for full effect and enzyme alone for no effect
Target sequence (P15917 whole entry, looked up): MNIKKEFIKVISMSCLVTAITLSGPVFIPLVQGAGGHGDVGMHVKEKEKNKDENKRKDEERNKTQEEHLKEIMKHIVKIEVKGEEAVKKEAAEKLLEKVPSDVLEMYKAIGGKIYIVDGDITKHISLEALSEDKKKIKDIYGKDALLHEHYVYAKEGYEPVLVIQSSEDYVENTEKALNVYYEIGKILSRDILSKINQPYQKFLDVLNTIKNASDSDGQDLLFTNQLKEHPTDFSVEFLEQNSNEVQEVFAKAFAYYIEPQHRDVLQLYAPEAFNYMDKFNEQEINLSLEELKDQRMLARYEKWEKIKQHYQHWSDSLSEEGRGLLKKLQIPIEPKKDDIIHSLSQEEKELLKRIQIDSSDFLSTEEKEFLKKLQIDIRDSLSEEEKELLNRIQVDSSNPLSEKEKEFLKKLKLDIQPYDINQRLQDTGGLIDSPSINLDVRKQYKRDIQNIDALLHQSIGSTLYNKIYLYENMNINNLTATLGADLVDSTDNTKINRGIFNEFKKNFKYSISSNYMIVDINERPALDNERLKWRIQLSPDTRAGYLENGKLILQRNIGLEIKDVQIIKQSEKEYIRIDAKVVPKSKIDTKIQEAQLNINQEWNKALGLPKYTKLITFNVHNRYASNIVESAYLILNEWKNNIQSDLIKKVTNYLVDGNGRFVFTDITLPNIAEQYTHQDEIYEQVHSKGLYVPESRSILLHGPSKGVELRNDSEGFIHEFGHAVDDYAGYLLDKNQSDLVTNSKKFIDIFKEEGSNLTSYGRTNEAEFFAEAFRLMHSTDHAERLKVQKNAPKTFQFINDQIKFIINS
CCHFV vOTU inh: CCHFV vOTU protease inhibition; inhibition, % at 11.5 µM; Pep-AMC fluorescence; 370,000 tested, 0.55% active; in the data active = inhibition above about 30%; also: 0% = vehicle wells with enzyme and 100% = no enzyme wells
BH1578 lux ind: induces V. cholerae light production without autoinducers | V. cholerae BH1578 lux reporter, luminescence, 6 h | activation, % at 18.7 µM | 350,000 tested, 0.16% active | AID 588436; in the data active = activation mostly above about 9.7%, no sharp cut-off; inconclusive = no clear call, values can overlap the other calls; inactive = mostly below about 3.7%; also: not every result past the cut was called active; inactives centre near 0; reference of the scale not given here
3CLpro inhibitor: SARS-CoV 3CLpro protease inhibition; P0C6X7; recombinant SARS-CoV 3CLpro, quenched FRET peptide cleavage; inhibition, % at 6 µM; 290,000 tested, 0.14% active; AID 1706; in the data active = inhibition above about 12%
TcdB GH inh: blocks C. difficile toxin B glycohydrolase activity | inhibition, % at 9.99 µM | TcdB glycohydrolase enzymatic assay, plate reader | 350,000 tested, 0.24% active | P18177; in the data active = inhibition above about 10%
BoNT A protease: blocks Botulinum neurotoxin A light chain protease; multiplex microsphere protease substrate cleavage, flow cytometry; 360,000 tested, 0.17% active; inhibition, % at 10 µM; also: plate controls were buffer without enzyme for full effect and enzyme alone for no effect
PriA SSB inh: K. pneumoniae PriA-SSBct interaction inhibition | AlphaScreen SSBct-PriA binding, biotinylated peptide | inhibition, % at 33 µM | 430,000 tested, 0.6% active | AID 1272365; in the data active = inhibition mostly above about 37%, no sharp cut-off; inactive = mostly below about 20%;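 also: plate controls were negative control peptide for no effect and reference peptide for full effect; strong numbers were not always called active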
VHR inh abs: blocks human VHR1 dual specificity phosphatase | P51452 | recombinant VHR phosphatase, pNPP absorbance | inhibition, % at 13.3 µM | 290,000 tested, 0.52% active | AID 1654; in the data active = inhibition above about 50%; also: some compounds called inactive have numbers as strong as hits
Target sequence (P51452 whole entry, looked up): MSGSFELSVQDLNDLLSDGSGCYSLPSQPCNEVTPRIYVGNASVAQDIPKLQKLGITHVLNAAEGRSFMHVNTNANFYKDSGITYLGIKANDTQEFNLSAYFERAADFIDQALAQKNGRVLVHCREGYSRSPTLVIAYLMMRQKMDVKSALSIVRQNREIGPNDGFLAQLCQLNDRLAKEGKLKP
* = called active by the depositor; i = inactive; ? = inconclusive; . = no result given; & = joins results of further samples. Rule as the data show it, unless noted: active = inhibition above about 30%; inconclusive = no clear call, values can overlap the other calls; inactive = below that. Some of the compounds tested; count on the stated rates, not on these rows.

mol,Yp Topo-I inh,PfHsp40 yeast,Anthrax LF inh2,CCHFV vOTU inh,BH1578 lux ind,3CLpro inhibitor,TcdB GH inh,BoNT A protease,PriA SSB inh,VHR inh abs
CC(C)(C)C(=O)NC(c1ccccc1)c1c(O)ccc2ccccc12 (stereo unspecified),11,-0.5,5,3,-0.6,4,0.1,-1.4,7,-1
CCc1nnc(NC(=O)C2CCCCC2)s1,-8,-0.4,-7,2,i,-4,.,1.7,-12,25
CCOC(=O)C(NC(=O)CC)(Nc1cc(C)on1)C(F)(F)F (stereo unspecified),-1,-1.0,-3,10,0.5,-3,.,0.4,-22,-1
CC(=O)OCC1OC(Sc2cccc3cccnc23)C(OC(C)=O)C(OC(C)=O)C1OC(C)=O (stereo unspecified),4,-0.7,0,-5,i,2,.,0.6,19,36
CN(C(=O)COC(=O)/C=C/c1ccc2ccccc2n1)c1c(N)n(Cc2ccccc2)c(=O)[nH]c1=O,6,1.3,1,0,0.4,.,2.4,0.1,1,.
C[C@H](NS(=O)(=O)c1ccc2c(c1)OCCCO2)C(=O)N1CCN(Cc2ccccc2)CC1,1,-0.2,-2,5,-1.1,.,0.5,-0.9,-4,.
CN(CC(=O)Nn1cnnc1)S(=O)(=O)c1ccc(Br)cc1,-4,-0.3,-10,-4,0.5,-2,.,?,-8,25
COc1ccc(OC)c(CN2C(=O)c3ccccc3C2C(=O)NCc2cccnc2)c1 (stereo unspecified),-3,0.0,8,14,i,-4,0.2,-0.3,-16,24
C=CCN1CC(=O)N2C(c3ccccc3)c3[nH]c4ccccc4c3C[C@H]2C1=O (stereo partly specified),-11,.,16,4,-0.6,4,-0.5,-0.2,1,-16
CCOCCCn1c(SCC(=O)NCc2ccco2)nc2c(sc3ccccc32)c1=O,9,-0.8,-11,1,i,4,1.9,-0.2,0,8
N#CCNc1ccc([N+](=O)[O-])cc1C#N,-8,0.0,-2,7,-0.5,0,-3.6,?,5,21
CCc1sc(C(=O)NCc2ccco2)cc1C,6,1.8,-5,15,4.5,-3,2.4,-1.7,4,12
Cc1cc(C(=O)N2CCCC(N3CCN(c4cccc(C(F)(F)F)c4)CC3)C2)c(C)o1 (stereo unspecified),17,1.1,-4,6,-0.7,-2,2.0,-0.2,8,27
CCCN1CCC(=O)N([C@H](COc2ccccc2)Cc2ccccc2)CC1,0,-0.7,-5,5,i,0,1.3,-0.3,-11,17
O=C(NC1CC1)c1ccc(-c2ccccc2)cc1,-5,0.7,-3,-9,i,1,-0.3,-0.8,-2,24
Cn1ncc2c(=O)[nH]nnc21,7,-1.0,1,6,-1.3,.,2.5,-0.3,5,.
S=C(NCC1CCCO1)N1CCN(c2nc(-c3ccc(Cl)cc3)cs2)CC1 (stereo unspecified),16,6.9,-1,24,i,5,2.7,-0.9,1,-5
CCN1CCN(CCNC(=O)c2ccc3nc(-c4cccc(C)c4)c(-c4cccc(C)c4)nc3c2)CC1,-26,-0.3,-1,-62,-0.4,6,-4.3,2.0,17,12
NC(=O)C1(N2CCCCC2)CCN(C(=O)NC2CCCCC2)CC1,-5,0.8,0,1,i,-2,.,-0.6,-21,-9
Cn1ncc(Cl)c1C(=O)Nc1ccc2c(c1)OCO2,-2,-0.7,1,-16,-0.1,13*,1.1,0.2,-17,14
CCOC(=O)NC(NCC(O)c1ccccc1)(C(F)(F)F)C(F)(F)F (stereo unspecified),7,-0.7,0,-3,-0.4,-4,.,-0.9,-12,10
Cc1ccc(C(=O)C2COC(=O)C2)cc1 (stereo unspecified),0,0.3,-2,-14,-0.4,4,.,0.0,-12,6
CCC1=NN(C(=O)c2ccc(Cl)cc2)C(O)(c2ccc(C)cc2)C1 (stereo unspecified),2,0.8,.,1,3.2,-2,-0.8,.,2,13
CC1(C(=O)NS(=O)(=O)c2cccs2)CCN1C(=O)c1ccccc1CCc1ccccc1 (stereo unspecified),-8,.,6,14,-0.3,.,-12,0.4,.,.
CCCCn1c(=O)c(CCC(=O)OCC(=O)NC(=O)NCCC(C)C)nc2ccccc21,31,6.0,6,-10,-0.9,9,-0.6,-0.6,-28,18
COc1ccc(OCc2cc(C(=O)NCC(C)Oc3cccnc3)no2)c(Cl)c1 (stereo unspecified),15,-0.3,3,5,i,-3,1.3,0.8,2,23
O=C(NC1CCCc2ccccc21)c1cncc(Br)c1 (stereo unspecified),-3,0.7,2,4,i,-1,.,0.6,-8,0
O=c1c(/C=C(\O)c2ccc(F)cc2)nc2ccccc2n1-c1ccccc1,9,-0.5,32*,20,-0.5,-1,.,46*,-7,4
CN(C)S(=O)(=O)N1CCN(C(=O)c2cccs2)CC1,-3,-1.0,-1,-14,i,2,1.8,1.1,-10,25
Cc1nnc(SCC(=O)Nc2sccc2C#N)n1Cc1ccccc1,18,-0.2,0,4,-0.4,-2,.,0.7,-15,12
COC(=O)C(Cc1ccc(O)cc1)NC(=O)C12CC3CC(CC(C3)C1)C2 (stereo unspecified),4,-0.4,-4,-1,i,1,0.0,-0.5,-1,6
CCCn1c(SCC(=O)NCCc2ccccc2)nnc1-c1ccco1,13,-1.0,0,25,-0.3,-1,.,1.1,-7,4
O=C(Nc1cccc(NC(=O)c2ncn[nH]2)c1)c1cccc(Cl)c1,-7,0.8,-1,-6,-0.3,2,-0.4,-0.5,-2,0
Cc1ccc(NC(=O)[C@H](C)NC(=O)C2CCN(C(=O)[C@H](CC(C)C)NC(=O)OC(C)(C)C)CC2)cc1,-4,-1.6,-18,11,i,-1,1.5,-0.8,-3,10
CC(=O)NCc1ccc(S(=O)(=O)N/N=C/c2ccc(N(C)C)cc2)cc1,-6,-0.6,1,8,-0.2,0,-0.2,-0.2,.,-6
CC(=O)c1cccc(NC(=O)/C(=C\c2cccnc2)NC(=O)c2ccccc2)c1,6,-1.8,-5,-1,-0.5,3,-0.1,0.8,7,22
CCCCC(=O)Nc1cccc(NC(=O)c2ccccc2Br)c1,6,0.5,-2,9,-0.2,-1,.,0.3,-11,5
CN(C)/C=N/c1nc2nccc(-c3ccc(F)cc3)n2n1,-1,-1.8,-1,-86,i,3,0.6,0.8,.,-1
O=C(c1c[nH]c(C(=O)C(Cl)(Cl)Cl)c1)c1ccccc1Br,10,-1.2,-4,-5,-0.4,6,1.4,-0.4,-11,24
Cc1ccc(S(=O)(=O)Nc2nc3ccccc3nc2N2CCOCC2)cc1,6,0.1,-10,3,0.1,.,-0.1,0.3,-3,.
CCOc1ccc(/C=C2/SC(=O)NC2=S)cc1,-8,18,2,7,-0.1,-15,.,0.7,8,-3
COC(=O)c1cccc(N(C(=O)c2ccco2)C(C(=O)NC2CCCC2)c2ccco2)c1 (stereo unspecified),6,0.8,-5,7,0.3,4,.,0.7,-5,-5
CN1CCN(c2ccc([N+](=O)[O-])c(N3CCCCC3)c2)CC1,-8,-1.0,2,6,i,-4,0.9,0.3,1,15
Fc1cccc(CSc2nnc3c(n2)[nH]c2ccccc23)c1,-4,-0.4,-10,-4,-0.8,4,0.9,1.0,-9,23
O=C(Nc1ccccc1)Nc1ccc(NC(=O)c2ccccc2O)cc1,6,-0.9,0,14,-0.5,2,-2.8,2.3,-8,9
Cc1cc(C)cc(N=Cc2[nH]c3ccc(Br)c(Cl)c3c2O)c1,2,0.5,7,2,-0.2,-1,4.2,1.1,-6,30
CCOc1ccc(NC(=O)CN2C(=O)COc3ccc(S(=O)(=O)N4CCCCC4)cc32)cc1,6,-0.7,2,16,i,-3,0.9,1.9,1,7
COc1cc2ccc(C(C)=O)c(O)c2cc1OC,3,.,0,16,-0.5,.,1.6,0.0,.,.
COc1cc(C2c3cc4c(cc3OC(NNC(N)=S)C2C)OCO4)cc(OC)c1OC (stereo unspecified),7,-2.3,-2,8,.,.,-12,0.6,3,.
Cn1c(=O)[nH]c(=O)c2c1nc(NCCCn1ccnc1)n2Cc1cccc(Br)c1,4,1.0,1,1,-0.3,-1,.,-0.1,6,13
COc1cc(/C=N/Nc2nc(=O)[nH]nc2C)cc(OC)c1O,1,-0.5,3,16,i,2,-72,-0.6,.,-12
C=CCOc1ccc(C2=NOC(C(=O)Nc3ccc4c(c3)OCCO4)C2)cc1 (stereo unspecified),3,-1.5,-5,-3,1.1,4,0.3,-0.5,-5,13
COc1ccc(-n2c(Cn3c(=O)sc4ccccc43)nnc2SC)cc1,-10,-0.7,9,11,0.9,-1,-5.2,0.8,-4,26
C#CCNC(=O)C1=C[C@H](C)[C@@H](CCCO)[C@H](OCC)O1,-2,-1.1,4,-10,-0.2,4,-1.0&-0.2,-0.5,-3,18
S=c1[nH]nc(C2CCCCC2)n1/N=C/c1ccccn1,1,-0.8,0,-4,i,3,1.5,0.2,.,-8
C=CCn1c(N)cc(=O)nc1SCC(=O)Nc1ccc(C)cc1,-8,-1.4,2,-9,-0.3,-2,-1.2,1.2,-10,9
C=CCN1C(=O)c2ccc(C(=O)N(CC(C)C)c3c(N)n(CCCC)c(=O)[nH]c3=O)cc2C1=O,3,-0.6,.,-12,-0.3,.,0.2,.,7,.
CCCc1nc2c3ccccc3ccn2c1Cc1ccccc1,.,.,-2,3,.,.,0.3,-0.1,.,.
O=C(CNC(=O)c1ccccc1F)NCc1ccccn1,6,0.6,-1,5,-2.7,.,2.8,-0.3,1,.

Ten consecutive compounds from above:
mol,Yp Topo-I inh,PfHsp40 yeast,Anthrax LF inh2,CCHFV vOTU inh,BH1578 lux ind,3CLpro inhibitor,TcdB GH inh,BoNT A protease,PriA SSB inh,VHR inh abs
COC(=O)C(Cc1ccc(O)cc1)NC(=O)C12CC3CC(CC(C3)C1)C2 (stereo unspecified),4,-0.4,-4,-1,i,1,0.0,-0.5,-1,6
CCCn1c(SCC(=O)NCCc2ccccc2)nnc1-c1ccco1,13,-1.0,0,25,-0.3,-1,.,1.1,-7,4
O=C(Nc1cccc(NC(=O)c2ncn[nH]2)c1)c1cccc(Cl)c1,-7,0.8,-1,-6,-0.3,2,-0.4,-0.5,-2,0
Cc1ccc(NC(=O)[C@H](C)NC(=O)C2CCN(C(=O)[C@H](CC(C)C)NC(=O)OC(C)(C)C)CC2)cc1,-4,-1.6,-18,11,i,-1,1.5,-0.8,-3,10
CC(=O)NCc1ccc(S(=O)(=O)N/N=C/c2ccc(N(C)C)cc2)cc1,-6,-0.6,1,8,-0.2,0,-0.2,-0.2,.,-6
CC(=O)c1cccc(NC(=O)/C(=C\c2cccnc2)NC(=O)c2ccccc2)c1,6,-1.8,-5,-1,-0.5,3,-0.1,0.8,7,22
CCCCC(=O)Nc1cccc(NC(=O)c2ccccc2Br)c1,6,0.5,-2,9,-0.2,-1,.,0.3,-11,5
CN(C)/C=N/c1nc2nccc(-c3ccc(F)cc3)n2n1,-1,-1.8,-1,-86,i,3,0.6,0.8,.,-1
O=C(c1c[nH]c(C(=O)C(Cl)(Cl)Cl)c1)c1ccccc1Br,10,-1.2,-4,-5,-0.4,6,1.4,-0.4,-11,24
Cc1ccc(S(=O)(=O)Nc2nc3ccccc3nc2N2CCOCC2)cc1,6,0.1,-10,3,0.1,.,-0.1,0.3,-3,.

High-throughput results from PubChem BioAssay.
